# FBW7 act: human FBW7 E3 ligase activation, primary screen; AID 1259310; 650,000 compounds, 0.13% hits; AlphaScreen FBW7–phospho-cyclin E peptide binding, activator screen; Q969H0; normalized activity (activation), % at 26.1 µM; in the data active means normalized activity above about 1.9%;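 further: purified mutant Fbw7 with reduced substrate affinity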
# GPR151 ag: human GPR151 activation. activation, % at 11.2 µM. AID 1508602. PathHunter beta-arrestin GPR151 cells, luminescence. 650,000 compounds, 1% hits; in the data active means activation above about 4.9%;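 further: 0% = median of compound wells and 100% = cells with positive control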
# TEAD-YAP inh: TEAD-YAP interaction inhibition; 640,000 compounds, 1.4% hits; HEK-TIYL cells, TEAD-Gal4/YAP UAS-luciferase luminescence; inhibition, % at 9.12 µM; in the data active means inhibition above about 32%;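 further: 0% = median of test compound wells and 100% = reference inhibitor wells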
# MITF inh: human MITF inhibition, primary screen; inhibition, % at 2.6 µM; AlphaScreen MITF homodimerization, bead proximity signal; 650,000 compounds, 0.91% hits; O75030; in the data active means inhibition above about 50%;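 further: 0% = vehicle wells with protein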
# The depositor's hits bear a star; . = no result given; & = joins results of further samples.
# Second line of a record – FBW7 act	GPR151 ag	TEAD-YAP inh	MITF inh
CS(=O)(=O)NNP(=O)(NNS(C)(=O)=O)NC(=O)c1ccccc1
 : -0.2	0.0	2.8	19.1
Cc1ccccc1CSc1nc2c(cc1C#N)CN(C)CC2
 : 0.2	-0.8	4.3	14.1
CCOC(=O)C1=C(N)OC(C)=C(C(=O)OC(C)(C)C)C12C(=O)Nc1ccccc12 (stereo not given)
 : -0.1	-0.9	-12.5	-5.5
O=C(CN1CCN(c2ccccc2)CC1)Nc1ccc(Br)cc1C(=O)c1ccccc1Br
 : 0.1	1.1	-2.6	12.2
CC(C)NC(=O)/C=C/c1ccc(Cl)cc1
 : 0.0	3.2	-41.2	-3.6
O=C1NC(=O)N(c2ccccc2)C(=O)/C1=C\C=C\c1ccccc1
 : -0.1	-0.6	-1.2	-4.5
c1ccc2c(CCN3CCC(c4nc(-c5ccncc5)no4)CC3)c[nH]c2c1
 : -0.3	-0.8	-0.3	-3.4
O=[N+]([O-])c1cc(O)c(O)c([N+](=O)[O-])c1
 : -0.2&0.1	0.8&0.3	-3.1	-8.3&-0.6
CCC1=CC2CN3CCc4c([nH]c5ccccc45)[C@@](C(=O)OC)(C2)C13
 : 0.4&-0.1	-1.6&-0.6	-0.9	4.7&27.6
CCOC(=O)C1C2NC(=S)N(c3ccc(F)cc3)C1(C)Oc1ccc([N+](=O)[O-])cc12 (stereo not given)
 : -0.4	1.0	9.8	30.4
CNc1ccccc1C(=O)O
 : 0.7	-2.9	1.3	-11.3
CCS(=O)(=O)Nc1cccc(N2CCC(NC(C)Cc3cccs3)CC2)c1 (stereo not given)
 : 0.0	0.7	-1.1	-13.2
C=C(C)[C@@H]1CCC(C)=C[C@H]1c1c(OC)cc(C)cc1OC
 : .	0.0	.	-1.1

# Of the compounds above, two have four or more nitrogen atoms.
# Second line of a record – FBW7 act	GPR151 ag	TEAD-YAP inh	MITF inh
CS(=O)(=O)NNP(=O)(NNS(C)(=O)=O)NC(=O)c1ccccc1
 : -0.2	0.0	2.8	19.1
c1ccc2c(CCN3CCC(c4nc(-c5ccncc5)no4)CC3)c[nH]c2c1
 : -0.3	-0.8	-0.3	-3.4

# Sorted by molecular weight (smallest number first): 4 of the compounds above
# Second line of a record – FBW7 act	GPR151 ag	TEAD-YAP inh	MITF inh
Cc1ccccc1CSc1nc2c(cc1C#N)CN(C)CC2
 : 0.2	-0.8	4.3	14.1
O=C1NC(=O)N(c2ccccc2)C(=O)/C1=C\C=C\c1ccccc1
 : -0.1	-0.6	-1.2	-4.5
CS(=O)(=O)NNP(=O)(NNS(C)(=O)=O)NC(=O)c1ccccc1
 : -0.2	0.0	2.8	19.1
CCS(=O)(=O)Nc1cccc(N2CCC(NC(C)Cc3cccs3)CC2)c1 (stereo not given)
 : 0.0	0.7	-1.1	-13.2

# Compound activity: PubChem BioAssay, The Scripps Research Institute Molecular Screening Center

# An excerpt; count on the stated rates, not on these rows.
